Bioassay records (PubChem BioAssay)
CHO-K1 Ca ag – counter-screen for M1 agonists: effect in parental CHO-K1 cells. Fluo-8 calcium fluorescence; scaled to maximal ATP response, vehicle zero. activation, % at 3 µM. 360,000 tested, 0.48% active. AID 602248, 2012; in the data active = activation above about 15%;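 note: untransfected CHO-K1 host cells lacking M1 receptor as counterscreen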
M1 PAM parental – nonselective calcium activators in parental CHO-K1 cells, primary screen, counter-screen for M1 PAM project, cell-based, Fluo-8 calcium fluorescence, full deck, 1536-well | ATP EC20; 0% at ATP EC20, 100% at ATP max | activation, % at 3 µM | AID 602247, 2012 | 360,000 tested, 0.02% active;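 active = activation above the run cutoff, the mean activation of all test compounds plus 3 SD, cut at about 40% in these data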;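 note: peak over basal fluorescence ratio in a 140 s read after ATP addition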
CHO parental Ca – ATP-evoked calcium signal inhibitors, parental CHO, primary screen, counter-screen for OX1R antagonist project, cell-based, fluorescence, Fluo-8 calcium dye | inhibition, % at 5.6 µM | AID 463079, 2010 | parental CHO-K1, ATP-induced calcium, Fluo-8 fluorescence | 330,000 tested, 0.63% active;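 active = inhibition above that plate's mean sample inhibition plus 3 SD, cut at about 26% in these data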;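 note: 0% = ATP-challenged DMSO wells and 100% = DMSO wells without ATP; some compounds past the cut are filed as inactive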
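Test system: untransfected parental CHO cell line; also added: ATP stimulus; dosing: 5.6 µM, single dose; signal: calcium-sensitive Fluo-8 fluorescence; measure: percent inhibition of ATP-evoked calcium rise, normalized to controls; benchmarks: low control ATP plus DMSO, high control DMSO only; replication: one well per compound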
CHRM1 agonist – human M1 muscarinic receptor agonists, primary screen, Fluo-8 calcium fluorescence, CHO-K1 cells, HTS. AID 588814, 2011. activation, % at 3 µM. 360,000 tested, 0.33% active. Muscarinic acetylcholine receptor M1 (Homo sapiens), P11229. CHO-K1 hM1, agonist mode; 0% DMSO, 100% acetylcholine EC100;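 active = activation above the run's mean compound activation plus 3 SD, cut at about 16% in these data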;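 note: peak over basal fluorescence ratio within a 140 s kinetic read after compound addition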
Target sequence (P11229 whole entry, looked up): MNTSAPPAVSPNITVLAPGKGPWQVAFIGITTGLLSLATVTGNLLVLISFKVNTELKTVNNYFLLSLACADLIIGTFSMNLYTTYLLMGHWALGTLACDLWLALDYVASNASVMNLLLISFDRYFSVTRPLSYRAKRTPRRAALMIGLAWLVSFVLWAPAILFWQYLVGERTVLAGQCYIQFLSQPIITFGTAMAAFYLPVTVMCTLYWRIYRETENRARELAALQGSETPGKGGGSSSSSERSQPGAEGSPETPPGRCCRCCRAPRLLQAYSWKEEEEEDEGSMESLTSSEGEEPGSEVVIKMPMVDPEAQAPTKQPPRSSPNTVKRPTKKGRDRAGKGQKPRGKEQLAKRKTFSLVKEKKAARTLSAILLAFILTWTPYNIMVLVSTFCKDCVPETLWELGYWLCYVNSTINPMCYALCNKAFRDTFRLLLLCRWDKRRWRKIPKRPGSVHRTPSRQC
TAAR1 antag – human TAAR1 antagonists, primary screen, Fluo-8 calcium fluorescence, CHO RD-HGA16 cells; 360,000 tested, 1.5% active; antagonist; inhibition, % at 3 µM; Trace amine-associated receptor 1 (Homo sapiens), Q96RJ0;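 active = inhibition above a per-plate cutoff, the mean inhibition of test compounds on that plate plus 3 SD, cut at about 49% in these data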;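 note: 0% = DMSO plus EC80 beta-PEA response and 100% = DMSO alone without agonist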
Target sequence (Q96RJ0 whole entry, looked up): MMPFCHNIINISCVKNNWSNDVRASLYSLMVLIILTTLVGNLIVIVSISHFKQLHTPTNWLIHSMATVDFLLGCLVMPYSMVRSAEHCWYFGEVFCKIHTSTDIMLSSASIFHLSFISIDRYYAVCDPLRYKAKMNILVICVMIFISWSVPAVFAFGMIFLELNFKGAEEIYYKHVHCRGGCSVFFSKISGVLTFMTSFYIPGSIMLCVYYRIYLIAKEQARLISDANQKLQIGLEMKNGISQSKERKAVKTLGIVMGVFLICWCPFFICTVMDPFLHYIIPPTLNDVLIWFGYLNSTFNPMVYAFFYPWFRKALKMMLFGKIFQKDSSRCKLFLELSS
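Test system: hTAAR1-expressing CHO RD-HGA16 cells, Gα16-coupled; Probe or stimulus: EC80 β-phenethylamine stimulus; Compound dosing: single nominal final test compound concentration of 3 µM; Timing: 140 s kinetic read after compound, 140 s after agonist; Signal: Fluo-8 calcium-sensitive fluorescence; Measure: % inhibition of agonist calcium response; Controls: DMSO and EC80 PEA controls.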
CHO-K1 Ca antag – M1 antagonist counterscreen hit in parental CHO-K1 cells; ATP-induced calcium, Fluo-8 fluorescence; inhibition, % at 3 µM; 360,000 tested, 0.6% active; AID 602250;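 active = inhibition above a per-plate cutoff, the plate's mean sample inhibition plus 3 SD, cut at about 24% in these data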;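 note: 0% = DMSO plus EC80 ATP and 100% = DMSO alone without ATP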
CHRM1 PAM – human M1 muscarinic receptor positive allosteric modulators, primary screen, CHO-K1 cells, Fluo-8 calcium fluorescence, 1536-well. Muscarinic acetylcholine receptor M1 (Homo sapiens), P11229. CHO-K1 hM1, ACh EC20; 0% = ACh EC20, 100% = maximal ACh. activation, % at 3 µM. 360,000 tested, 0.088% active. AID 588819, 2011; in the data active = activation above about 19%, passing the limit was not always enough
TAAR1 agonist – human TAAR1 agonists, primary screen, Fluo-8 calcium fluorescence, CHO RD-HGA16 cells; Trace amine-associated receptor 1 (Homo sapiens), Q96RJ0; vehicle wells 0%, saturating PEA agonist 100%; activation, % at 3 µM; 360,000 tested, 0.99% active; AID 624467, 2012;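 active = activation above the mean activation of all test compounds in the run plus 3 SD, cut at about 38% in these data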
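Repeats: no replicates (n 1) | Material: CHO-derived RD-HGA16 cells with stable Gα16 and human TAAR1 | Technique: Kinetic Fluo-8 calcium fluorescence | Schedule: 17-24 h seeding, 75 min 37 °C dye, 30 min RT | Evaluation: % activation from peak over basal fluorescence ratio, DMSO-to-PEA scaled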
M1 antag – human M1 muscarinic receptor antagonists, primary screen, CHO-K1 cells, Fluo-8 calcium fluorescence, 1536-well. Muscarinic acetylcholine receptor M1 (Homo sapiens), P11229. CHO-K1 hM1, ACh EC80 antagonist. inhibition, % at 3 µM. 360,000 tested, 1.3% active. AID 588852, 2011;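 active = percent inhibition above its own plate's cutoff, namely the mean of that plate's compound wells plus 3 SD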;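 note: peak over basal fluorescence ratio during 140 s after agonist addition; 0% = ACh EC80 plus DMSO and 100% = DMSO alone without agonist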
* = called active by the depositor; · = no result given. An unsorted share of the library. About 4.4% of those tested had a hit in this group.

SMILES	CHO-K1 Ca ag	M1 PAM parental	CHO parental Ca	CHRM1 agonist	TAAR1 antag	CHO-K1 Ca antag	CHRM1 PAM	TAAR1 agonist	M1 antag
S=c1[nH]nc(-c2ccco2)n1/N=C/c1ccc(Cl)c(Cl)c1	-0.4	9	-1	1	6	-1	18	3	-7
Cc1cc(NC(=O)C(C)SCC(=O)Nc2ccc(Br)cc2Br)no1 (stereo not drawn)	1.5	18	-7	-4	5	-5	6	-1	-5
Nc1ccc(N2CCCCC2)c(Cl)c1	-0.4	-2	-7	-6	-2	0	11	2	-12
CCc1ccc(NC(=O)CCn2cccc2)cc1	0.4	22	-16	-3	-14	1	8	0	1
COc1ccc(NC(=S)NC2CCCCCC2)c(OC)c1	-0.1	-10	0	-11	-9	18	-7	6	8
CNc1oc(-c2ccc(C)cc2)nc1P(=O)(c1ccccc1)c1ccccc1	-0.4	9	-29	-1	-28	-20	6	15	1
CC1CC(C)CN(C(=O)C(Cc2ccccc2)n2cccc2)C1 (stereo not drawn)	-0.5	-24	-17	-5	-40	5	-1	-3	6
CC(NC(=O)CNC(=O)c1ccccc1F)c1ccc(-n2ccnc2)cc1 (stereo not drawn)	0.9	20	-13	0	-5	-20	8	2	-11
O=C(Nc1ccccc1)Nc1ccc(S(=O)(=O)N2CCCCC2)cc1	11	4	38*	6	19	24*	-10	50*	17
Nc1cnn(C2CCCO2)c(=O)n1 (stereo not drawn)	0.9	21	2	-3	-13	-17	3	6	-10
C=C(C)C(=O)Nc1cccc(C2=NOC3(C2)C[C@H](C(N)=O)N(C(=O)C(c2ccccc2)c2ccccc2)C3)c1 (stereo partly drawn)	-0.3	-17	-28	-1	·	2	10	·	-3
O=C(COC(=O)c1ccccc1C(=O)c1ccccc1)NCCc1ccc(Cl)cc1Cl	3.7	15	-28	-5	38	1	0	6	4
O=C(Nc1nncs1)c1cc(-c2ccco2)nc2ccccc12	0.9	15	-12	0	-3	-17	-6	1	10
CCOC(=O)c1c(CCl)nc2ccccc2c1-c1ccccc1	1.2	0	-11	-4	-36	-8	0	3	-1
CC(=O)c1ccc(NC(=O)C2CCN(S(=O)(=O)c3ccc4c(c3)N(C(C)=O)CCO4)CC2)cc1	1.2	13	-3	-6	-25	-11	1	5	-8
CS(=O)(=O)c1ccc(C(=O)Nc2cc(S(C)(=O)=O)ccc2Cl)cc1	0.3	17	-8	-9	4	-1	5	5	-2
O=C(CCl)Nc1cccc(Oc2ccccc2)c1	2.4	23	20	-2	8	-21	2	2	7
COc1ccccc1OCCNC(=O)C1CCN(C(C)=O)CC1	0.8	5	8	-3	-12	-15	1	6	3
CCOP(=O)(OCC)C(Nc1ccccc1)c1cccnc1 (stereo not drawn)	0.7	13	-1	-3	-21	-7	0	5	-2
Cc1ccc(-c2sc(C(=O)NN)c(C)c2C#N)cc1	0.1	-8	-11	-2	-21	2	-6	0	9
CC1CCCCN1CCNC(=O)c1ccc2c(c1)N(Cc1cccc(Cl)c1)C(=O)c1ccccc1S2(=O)=O (stereo not drawn)	2.6	18	·	-5	1	-9	-16	18	16
CCCS(=O)(=O)NC(=O)C1(C)CCCN(C(=O)c2nc3ccccc3s2)C1 (stereo not drawn)	0.4	14	·	-2	-12	-3	2	3	-2
COc1ccc(Cl)cc1NC(=O)COc1ccc(S(=O)(=O)N2CCOCC2)cc1C	0.7	15	0	-2	-5	-9	10	4	-13
CCOC(=O)C1(C)CCN1C(=O)c1cccc2ccccc12 (stereo not drawn)	0.3	4	·	-3	-5	-11	1	-1	-5
CC(=O)c1ccc(C(=O)N2CCCC(Nc3ccc(C(C)C)cc3)C2)s1 (stereo not drawn)	2.0	8	-6	-2	-23	-5	-2	6	-7
O=[N+]([O-])c1ccc(Oc2ccc(F)cc2)c2ccncc12	0.4	14	-8	-4	12	-1	5	14	-4
Cc1cc(C)c(N=Cc2c(O)n(-c3nccs3)c(=O)c3ccccc23)c(C)c1	-0.3	-6	-36	-3	7	6	7	2	0
COc1cccc(C(=O)C2CCCN(Cc3cccn3-c3ccccn3)C2)c1 (stereo not drawn)	2.9	19	-17	-14	-9	-6	-14	2	-3
CCc1nn(CC(=O)NCCCN(C)C2CCCCC2)c(=O)c2cc3occc3n12	-0.2	8	-8	-13	·	-11	-5	·	5
CC1(C)OC2C(CO)OC(n3cnc4c(=S)nc[nH]c43)C2O1 (stereo not drawn)	-0.5	-8	10	-2	-21	-6	1	1	-1
Cc1c(C(=O)Nc2ccc(C(=O)O)cc2)cnn1C	0.0	11	-4	-2	13	5	6	8	-9
CN(c1ccccc1)S(=O)(=O)c1cccc(C(=O)Nc2nn[nH]n2)c1	0.7	16	4	-2	-7	-17	9	5	-14
OCC1CCCN(C(=S)Nc2ccc(Oc3ccccc3)cc2)C1 (stereo not drawn)	0.5	-14	-9	-14	9	22	-6	5	9
CCCCN1C(=O)C(CC(=O)NCCCCc2ccccc2)CC(C(=O)N2CCCCCC2)=C1C (stereo not drawn)	1.5	-2	·	·	1	-16	·	1	·
CCOP(=O)(OCC)/C(C#N)=C/c1ccc(-c2ccc(F)cc2F)o1	2.2	-16	-6	-3	-5	-20	2	-1	6
CCN1CCN(CC(=O)N2N=C(c3cccs3)CC2c2ccc(OC)cc2)C(=O)C1=O (stereo not drawn)	0.8	21	-12	-6	-14	-17	7	0	-10
O=C(COc1ccc(Cl)cc1)Nc1c(-c2cccs2)nc2ccccn12	3.2	6	-14	0	20	1	0	18	-4
CCn1c(CNC(=O)COc2ccc(C(C)C)cc2)nnc1SCC(=O)NC1CCCCC1C (stereo not drawn)	0.1	0	-14	-4	1	-5	0	12	-3
O=[N+]([O-])c1ccc(-c2nnc(-c3ccccc3)c(NCCCO)n2)cc1	0.9	24	1	-6	-13	-13	6	0	0
COc1ccccc1NC(=O)COc1ccc(C(F)(F)F)cc1[N+](=O)[O-]	0.1	-2	-7	-2	-1	6	-11	0	13

Rewritten comma-delimited: three of the compounds above.
canonical_smiles,CHO-K1 Ca ag,M1 PAM parental,CHO parental Ca,CHRM1 agonist,TAAR1 antag,CHO-K1 Ca antag,CHRM1 PAM,TAAR1 agonist,M1 antag
CN(c1ccccc1)S(=O)(=O)c1cccc(C(=O)Nc2nn[nH]n2)c1,0.7,16,4,-2,-7,-17,9,5,-14
COc1ccccc1NC(=O)COc1ccc(C(F)(F)F)cc1[N+](=O)[O-],0.1,-2,-7,-2,-1,6,-11,0,13
CCn1c(CNC(=O)COc2ccc(C(C)C)cc2)nnc1SCC(=O)NC1CCCCC1C (stereo not drawn),0.1,0,-14,-4,1,-5,0,12,-3

Following part:
SMILES	CHO-K1 Ca ag	M1 PAM parental	CHO parental Ca	CHRM1 agonist	TAAR1 antag	CHO-K1 Ca antag	CHRM1 PAM	TAAR1 agonist	M1 antag
O=C(CCn1c(=O)sc2ccccc21)Nc1nc2ccccc2s1	1.8	22	-14	-1	6	-5	-4	5	6
CC(OC(=O)CNC(=O)c1ccc(F)cc1)C(=O)Nc1ccc(S(=O)(=O)N2CCOCC2)cc1 (stereo not drawn)	0.4	5	-20	-4	-6	-6	4	0	-4
Cc1ccc(Nc2nc(N)c([N+](=O)[O-])c(NCc3ccco3)n2)cc1	-0.2	20	-40	-9	-19	-18	-1	2	-4
CC(C)(C(=O)N1CCC1(C)C(=O)NS(=O)(=O)c1ccc(Br)cc1)c1ccccc1 (stereo not drawn)	0.6	13	·	-1	5	-5	5	0	-13
Cc1[nH]c(SCC(=O)Nc2cc(C(N)=O)cc(C(N)=O)c2)nc1Cc1ccccc1	2.5	11	-6	0	-3	0	0	4	4
COc1cc2c(cc1OC)C(C(=O)O)C(c1ccc(C)o1)N(C)C2=O (stereo not drawn)	0.5	15	5	-4	2	-3	12	5	-14
CCN(CC)C(=O)c1ccc(/C=C/c2c[nH]c3ccccc23)[n+](C)c1	3.0	12	2	-9	-12	2	2	25	-9
CS(=O)(=O)N(CC(=O)Nc1cc(Cl)ccc1Cl)c1ccccc1Cl	1.3	15	-19	-1	1	-3	11	6	-11
Cc1cccc(N(CC(=O)NCC2CCCO2)C(=O)CCC(=O)Nc2nccs2)c1 (stereo not drawn)	0.4	5	-16	0	-2	-9	11	2	-11
CC(C)CC(OC(=O)c1ccco1)C(=O)NCC1CCCO1 (stereo not drawn)	0.2	3	-8	-2	-10	-2	7	7	-8
Fc1ccc2nc(Nc3nc4c(F)cc(F)cc4s3)sc2c1	6.6	25	11	-7	-5	0	7	4	-3
COc1cccc(CC2(CO)CCN(Cc3cccn3-c3cccnc3)CC2)c1	-0.1	5	-21	-16	14	0	1	4	-1
CCOc1cccc(C(=O)Nc2ccc(NC(=O)c3cc4ccccc4o3)c(OC)c2)c1	0.1	9	-17	-1	12	0	3	1	-3

Entries from the list above that contain a furan ring, fused or not, in the order listed:
SMILES	CHO-K1 Ca ag	M1 PAM parental	CHO parental Ca	CHRM1 agonist	TAAR1 antag	CHO-K1 Ca antag	CHRM1 PAM	TAAR1 agonist	M1 antag
S=c1[nH]nc(-c2ccco2)n1/N=C/c1ccc(Cl)c(Cl)c1	-0.4	9	-1	1	6	-1	18	3	-7
O=C(Nc1nncs1)c1cc(-c2ccco2)nc2ccccc12	0.9	15	-12	0	-3	-17	-6	1	10
CCc1nn(CC(=O)NCCCN(C)C2CCCCC2)c(=O)c2cc3occc3n12	-0.2	8	-8	-13	·	-11	-5	·	5
CCOP(=O)(OCC)/C(C#N)=C/c1ccc(-c2ccc(F)cc2F)o1	2.2	-16	-6	-3	-5	-20	2	-1	6
Cc1ccc(Nc2nc(N)c([N+](=O)[O-])c(NCc3ccco3)n2)cc1	-0.2	20	-40	-9	-19	-18	-1	2	-4
COc1cc2c(cc1OC)C(C(=O)O)C(c1ccc(C)o1)N(C)C2=O (stereo not drawn)	0.5	15	5	-4	2	-3	12	5	-14
CC(C)CC(OC(=O)c1ccco1)C(=O)NCC1CCCO1 (stereo not drawn)	0.2	3	-8	-2	-10	-2	7	7	-8
CCOc1cccc(C(=O)Nc2ccc(NC(=O)c3cc4ccccc4o3)c(OC)c2)c1	0.1	9	-17	-1	12	0	3	1	-3
